NCI-60 one-dose screen, 48 h, at 10 µM unless noted. Numbers give growth in % (100 = growth as untreated, 0 = no growth, -100 = all killed).
LOX IMVI = LOX IMVI melanoma; 79,000 compounds, 7.4% hits; AID 1794757
BT-549 = BT-549 breast cancer; AID 1794793; 78,000 compounds, 4.4% hits
MDA-MB-231 = MDA-MB-231 breast cancer; 81,000 compounds, 5% hits
MDA-MB-468 = MDA-MB-468 breast cancer. 78,000 compounds, 8.5% hits. AID 2202374
HS 578T = HS 578T breast cancer; 78,000 compounds, 4.1% hits
MCF7 = MCF7 breast cancer; AID 1794796; 82,000 compounds, 6.3% hits
T-47D = T-47D breast cancer. 79,000 compounds, 5% hits
MALME-3M = MALME-3M melanoma; 78,000 compounds, 5.8% hits
* hit, by the source's call; nt = no result given; & = joins results of further samples. Rule for the calls: active = growth percent below 10; inactive = the rest.

Values run as follows: LOX IMVI | BT-549 | MDA-MB-231 | MDA-MB-468 | HS 578T | MCF7 | T-47D | MALME-3M
- COc1ccc(-c2nc(-c3ccccc3OCc3ccccc3OC)nc(C)c2C(C)=O)cc1
    99 | 98 | 64 | 72 | 73 | 84 | 61 | 93
- O=C(NC(=S)Nc1cccc(Cl)c1)c1ccccc1
    100 | 87 | 96 | 64 | 114 | 51 | 62 | 97
- CC(=O)NCC1=C(C)C=C2C(=O)[C@](C)(O)C3(CC3)C(C)=C21
    -49* | -46* | -62* | -80* | -37* | 3.3* | -12* | -96*
- COc1ccc2nc3cc([N+](=O)[O-])ccc3c(NNc3ccccc3)c2c1
    84 | 67 | 66 | 58 | nt | 73 | 78 | 91
- CC(C)CC(C(=O)O)n1c(O)c(C=C2N=c3ccccc3=N2)sc1=S (stereo unspecified)
    96 | 101 | 96 | 100 | 98 | 89 | 96 | 103
- COc1cc(-c2cc(-c3ccccc3)nc(N)c2C#N)cc(OC)c1OC
    92 | 108 | 99 | 106 | nt | 98 | 90 | 109
- COc1ccc(/C=C2/CCc3cc4ccc(OC)cc4[o+]c32)c(O)c1
    7.8* | 96 | 37 | 97 | 75 | 48 | 67 | 17
- COc1ccc2c(c1)nc(N)c1c3ccccc3cn21
    74 | 88 | 86 | 59 | nt | 45 | 71 | 65
- N=C(N)c1ccc(-c2ccc(-c3ccc(F)cc3F)o2)nc1
    nt | 98 | 79 | 77 | 90 | 83 | 81 | 96
- Cc1ccc2nc(-c3ccc(N(C)C)c(Br)c3)cn2c1
    56 | 71 | 93 | nt | 83 | 77 | 109 | 116
- COc1cc(-c2nc(-c3ccccc3)c(-c3ccccc3)n2C2CCCCC2)ccc1OC1CCCC1
    72 | 87 | 60 | 52 | 90 | 47 | 53 | 73
- Cn1ccc2cc(NC(=O)Cn3cc(CN4CCCC4)nn3)ccc21
    99 | 118 | 104 | 107 | 109 | 101 | 111 | 105
- CSC(=N\N=C\c1ccc(Cl)cc1)/N=C/N(C)C
    nt | 110 | 101 | 104 | 109 | 96 | 102 | 98
- COc1ccc(OC)c(/C=C/C(=O)c2c(C)nc3ccccc3c2/C=C/c2ccc(C)cc2)c1
    76 | nt | 75 | 80 | 85 | 34 | 44 | 110
- O=C(c1ccccc1)N1CCN(C(=O)c2ccccc2)c2ccccc21
    98 | 113 | 100 | 113 | 110 | 105 | 100 | nt
- COc1cc(C2=NN(C(C)=O)C(c3ccc(Cl)cc3)C2)cc(OC)c1OC (stereo unspecified)
    91 | 103 | 95 | nt | 93 | 115 | 78 | 90
- Cc1ccc(-c2nnc(-c3nc4ccccc4nc3Cl)o2)cc1
    nt | 109 | 97 | 84 | 116 | 97 | 85 | 99
- COc1cccc(-c2cc(-c3ccc(Nc4nc(Nc5ccc(Cl)cc5)nc(Nc5ccc(Cl)cc5)n4)cc3)nc(N)c2C#N)c1
    -34* | -30* | -14* | nt | 14 | 29 | -30* | -53*
- c1ccc(CNCc2ccc(CNCc3ccccc3)cc2)cc1
    87 | nt | 70 | 91 | 96 | 88 | 113 | nt
- c1csc(CSc2ncnc3nc[nH]c23)c1
    92 | 103 | 91 | 101 | 119 | 91 | 101 | 102

One compound at a time (already shown).
COc1cc(-c2nc(-c3ccccc3)c(-c3ccccc3)n2C2CCCCC2)ccc1OC1CCCC1 across the screens: LOX IMVI: 72; BT-549: 87; MDA-MB-231: 60; MDA-MB-468: 52; HS 578T: 90; MCF7: 47; T-47D: 53; MALME-3M: 73
O=C(c1ccccc1)N1CCN(C(=O)c2ccccc2)c2ccccc21 across the screens: LOX IMVI: 98; BT-549: 113; MDA-MB-231: 100; MDA-MB-468: 113; HS 578T: 110; MCF7: 105; T-47D: 100; MALME-3M: nt

Additional results follow.
Values run as follows: LOX IMVI | BT-549 | MDA-MB-231 | MDA-MB-468 | HS 578T | MCF7 | T-47D | MALME-3M
- CC(=O)OC[C@H]1O[C@@H](n2c(=O)cc(N)[nH]c2=O)C(OC(C)=O)[C@@H]1OC(C)=O (stereo partly specified)
    100 | 93 | 107 | 99 | 96 | 95 | 96 | 98
- Cc1cc(C)n(Cc2ccc(Cl)cc2)c(=O)c1C#N
    nt | 100 | 97 | 137 | 103 | 102 | 101 | 94
- O=C(CN1CCNCC1)NNc1ncnc2ccccc12
    94 | 127 | 94 | 106 | 95 | 91 | 95 | 94
- BrC1(Br)C2CC/C=C\CCC21 (stereo unspecified)
    107 | 105 | 100 | 100 | 105 | 102 | 95 | 115
- CO/C=C/C(=O)c1cc2cnc3c(=N)cc(NC(=O)C(C)C)c([nH]1)c23
    -74* | -59* | -31* | -55* | -6.0* | 1.1* | -53* | -77*
- COc1ccc(NC2=C(C#N)C(=N)N3C(=NN2)Sc2c(C)ccc(C)c23)cc1
    97 | 123 | 103 | 101 | 127 | 95 | 91 | 129
- O=[N+]([O-])c1ccc(Oc2ccc([N+](=O)[O-])cc2)cc1
    103 | 104 | 107 | 97 | 105 | 99 | 97 | 112
- O=C(CSc1nc2ccccc2s1)N1c2ccccc2Sc2ccccc21
    88 | 89 | 83 | 93 | 92 | 102 | 79 | 79
- NC(N)=N/N=C/c1cccc(Cl)c1
    91 | 99 | 107 | 106 | nt | 92 | 89 | 100
- O=c1cc(-c2ccccc2)oc2cc(OCCCC[P+](c3ccccc3)(c3ccccc3)c3ccccc3)cc(O)c12
    -90* | -83* | -32* | -85* | -35* | -79* | -63* | -88*
- N#Cc1nc(-c2ccccc2)oc1N1CC[C@@H](CO)C1
    nt | 117 | 99 | 95 | 111 | 71 | 98 | 110
- CC(/C=C/C(=O)c1c(O)c(-c2ccc(O)cc2)c[nH]c1=O)=C\[C@H](C)[C@H](C)O
    101 | 97 | 108 | 116 | 112 | 90 | 104 | nt
- O=C1CCC(OC(=O)c2ccccc2)CC1
    102 | 102 | 98 | 96 | 103 | 90 | 100 | 103
- CC1=C(C)C(=O)C(Nc2ccccc2)=C(Cl)C1=O
    nt | 114 | 15 | -76* | 101 | 91 | -39* | 108
- COC(=O)c1ccc(C(=O)OC)c([N+](=O)[O-])c1
    99 | 107 | 97 | 92 | 101 | 96 | 90 | 86
- CC(=O)Oc1cc(C)c(OC(C)=O)c(C)c1C
    84 | 117 | 91 | 47 | 91 | 91 | 82 | 91
- c1ccc(C(c2ccccc2)N2CCCCC2)cc1
    93 | 104 | 97 | 102 | 106 | 107 | 97 | nt
- COc1ccc(-c2c3c(nc4nc[nH]c(=O)c24)C(C)CCC3)cc1 (stereo unspecified)
    95 | 93 | 115 | 80 | nt | nt | nt | 108
- CCn1c(Sc2nnc(/N=C3\NC(=O)/C(=C/c4ccc(OC)cc4)S3)s2)nc2c1c(=O)n(C)c(=O)n2C
    100 | 100 | 100 | 96 | 92 | 106 | 100 | 100
- COc1cc(C2CC(c3ccc(Nc4nc(Nc5ccc(Cl)cc5)nc(Nc5ccc(Cl)cc5)n4)cc3)=NN2C(C)=O)cc(OC)c1OC (stereo unspecified)
    105 | 104 | 102 | nt | 122 | 89 | 69 | 99

Among those listed so far, four have two or more sulfur atoms.
Values run as follows: LOX IMVI | BT-549 | MDA-MB-231 | MDA-MB-468 | HS 578T | MCF7 | T-47D | MALME-3M
- CC(C)CC(C(=O)O)n1c(O)c(C=C2N=c3ccccc3=N2)sc1=S (stereo unspecified)
    96 | 101 | 96 | 100 | 98 | 89 | 96 | 103
- c1csc(CSc2ncnc3nc[nH]c23)c1
    92 | 103 | 91 | 101 | 119 | 91 | 101 | 102
- O=C(CSc1nc2ccccc2s1)N1c2ccccc2Sc2ccccc21
    88 | 89 | 83 | 93 | 92 | 102 | 79 | 79
- CCn1c(Sc2nnc(/N=C3\NC(=O)/C(=C/c4ccc(OC)cc4)S3)s2)nc2c1c(=O)n(C)c(=O)n2C
    100 | 100 | 100 | 96 | 92 | 106 | 100 | 100

Next section.
Values run as follows: LOX IMVI | BT-549 | MDA-MB-231 | MDA-MB-468 | HS 578T | MCF7 | T-47D | MALME-3M
- CC(C)Oc1ccc2c(=O)cc(-c3ccccc3)oc2c1
    102 | 87 | 115 | 72 | 104 | 108 | 85 | 86
- COc1ccc(-c2cc(-c3cccn3C)c(C#N)c(=O)n2S(=O)(=O)c2ccc(C)cc2)cc1OC
    103 | 80 | 119 | 95 | 125 | 101 | 103 | 126
- N#Cc1c(NC(=O)NCc2ccc(Br)cc2)sc2c1CCCC2
    99 | 92 | 97 | 88 | 83 | 89 | nt | 93
- O=C(Nc1ccc(Oc2ccc(Nc3nc4ccccc4s3)cc2)cc1)Nc1ccc(Cl)c(C(F)(F)F)c1
    -88* | -1.5* | -65* | 4.6* | 7.4* | 4.7* | 3.7* | 2.8*
- COc1cc(-n2nc(C(=O)Nc3ccc(C(=O)O)cc3)nc2-c2ccccc2)cc(OC)c1OC
    101 | 105 | 99 | 0.5* | 98 | 93 | 79 | 94
- C=C1c2nc3ccccc3n2C=C(c2ccc(OC)cc2)N1Cc1cccc(OC)c1
    94 | 143 | 95 | 89 | 91 | 79 | 46 | 109
- CCN(CC)CCCNc1cc(OC)cc2cccnc12
    97 | 112 | 90 | 59 | 109 | 64 | 93 | 133
- Cc1cc2nc3c4ccccc4n(CC4=NCCN4)c3nc2cc1C
    nt | 4.5* | -43* | -57* | 76 | -90* | 15 | -93*
- COc1ccc(C2C(c3ccccc3)C(=O)N2c2cc(OC)c(OC)c(OC)c2)cc1I (stereo unspecified)
    24 | 12 | 23 | 16 | 22 | 8.5* | 70 | 80
- CCOc1nc(-c2ccccc2)cc2c(O)c(C(=O)NC(C)C)[nH]c(=O)c12
    98 | 147 | 106 | 101 | 82 | 99 | 97 | nt
- CCCCCCCCc1ccccc1
    95 | nt | 100 | 109 | 91 | 97 | nt | 104
- CCCCc1nc2c(N)nc3ccccc3c2n1Cc1ccc(OC)cc1
    75 | 72 | 76 | 41 | 80 | 60 | 65 | 88
- CCCN1c2nc3ccccc3nc2SC1Nc1ccccc1 (stereo unspecified)
    98 | 94 | 90 | 110 | 100 | 99 | 92 | 105
- C#C[C@]1(O)CC[C@H]2[C@@H]3CC=C4c5sc(-c6ccc(C)cc6)nc5CC[C@]4(C)[C@H]3CC[C@@]21C
    -61* | 48 | 5.0* | 84 | -27* | 1.7* | 50 | nt
- Cc1ccccc1NC(=O)/C=C/c1ccc(OCCOc2ccc3c(C)cc(=O)oc3c2)cc1
    89 | 88 | 92 | 104 | 61 | 86 | 84 | 90
- C=C1C(=O)O[C@H]2[C@H]1CC/C(COC(=O)NCC(=O)Nc1ccc(OC)c(C(N)=O)c1O)=C\CC[C@@]1(C)O[C@@H]21
    56 | 47 | 68 | 8.9* | 89 | 19 | 34 | 60
- Cc1c(C#N)c(N)n(CCN2CCNCC2)c1C
    99 | 104 | 107 | 108 | 106 | 96 | 98 | 97
- CC(=O)c1ccc(N2CCN(c3ccc(C(C)=O)cc3)CC2)cc1
    86 | 91 | 103 | 111 | 96 | 95 | 106 | 93
- Cc1ccc([P+](Cc2ccc([N+](=O)[O-])cc2)(c2ccc(C)cc2)c2ccc(C)cc2)cc1
    32 | 17 | 42 | -12* | 87 | 30 | 7.0* | -15*
- CCOC(=O)c1ccccn1
    100&101 | 110&95 | 102&101 | 114&114 | 123&99 | 95&97 | 95&95 | 109&138
- CN(C)c1ccc(C#Cc2c(F)cccc2F)cc1
    87 | 89 | 87 | 22 | 90 | 42 | 39 | 92
- CC(C(O)c1cccc2ccccc12)N(C)C (stereo unspecified)
    99 | 107 | 119 | 97 | 105 | 96 | 104 | 109
- O=C1/C(=C/c2cccc3ncccc23)Cc2cc3c(cc21)OCO3
    84 | 79 | 73 | 65 | 98 | 39 | 66 | 98
- COc1ccc(-c2cc(-c3ccccc3)nc(SCCCC(=O)NO)n2)cc1
    -65* | 20 | -0.8* | -51* | 14 | -5.1* | -1.1* | -9.2*
- CCCOC(=O)CCC(=O)N(C)C
    109 | 106 | 111 | 101 | nt | 98 | 99 | 107

Four records drawn at random from the list so far:
Values run as follows: LOX IMVI | BT-549 | MDA-MB-231 | MDA-MB-468 | HS 578T | MCF7 | T-47D | MALME-3M
- COc1ccc(-c2cc(-c3ccccc3)nc(SCCCC(=O)NO)n2)cc1
    -65* | 20 | -0.8* | -51* | 14 | -5.1* | -1.1* | -9.2*
- O=C1/C(=C/c2cccc3ncccc23)Cc2cc3c(cc21)OCO3
    84 | 79 | 73 | 65 | 98 | 39 | 66 | 98
- CCCOC(=O)CCC(=O)N(C)C
    109 | 106 | 111 | 101 | nt | 98 | 99 | 107
- CN(C)c1ccc(C#Cc2c(F)cccc2F)cc1
    87 | 89 | 87 | 22 | 90 | 42 | 39 | 92

Source: PubChem (NCI)
